Source: PubChem
LMPTP inh: LMPTP (human) inhibition. P24666. AID 651560. inhibition, % at 20 µM. recombinant LMPTP-A, OMFP fluorogenic substrate, fluorescence intensity. actives 0.22% (n = 360,000);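 active = compounds that cut the enzyme signal by at least half of the control window in the single-dose screen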;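 note: plate controls were DMSO wells with enzyme plus substrate for no effect and substrate without enzyme for full effect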
Target sequence (P24666 whole entry, looked up): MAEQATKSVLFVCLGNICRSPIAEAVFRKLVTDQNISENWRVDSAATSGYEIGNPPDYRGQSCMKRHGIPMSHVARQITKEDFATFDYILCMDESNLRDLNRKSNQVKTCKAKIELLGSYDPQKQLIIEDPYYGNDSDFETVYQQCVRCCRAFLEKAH
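Assay system: LMPTP-A enzyme. Input: 0.625 nM LMPTP-A final. Probe or stimulus: 400 µM OMFP. Compound dosing: single 20 µM dose. Schedule: 50 min dark incubation at room temperature. Detection: fluorescence intensity of OMFP turnover product. Read-out: percent inhibition versus substrate-only and uninhibited controls. Benchmarks: no-enzyme low control, uninhibited high control.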
NadD inh: inhibitors of Staphylococcus aureus NadD | actives 0.78% (n = 360,000) | AID 602399 | inhibition, % at 20 µM | purified NadD enzyme, colorimetric absorbance read-out; in the data active = inhibition above about 26%; note: some compounds past the cut are filed as inactive
Rin1 Abl inh: human Rin1-Abl interaction inhibition; TR-FRET Rin1/Abl binding, biochemical; actives 0.4% (n = 360,000); P00519+Q13671; inhibition, % at 7.35 µM; in the data active = inhibition above about 5%, passing the limit was not always enough
DNMT1 block: DNMT1 (human) enzyme inhibition; P26358; DNMT1 molecular beacon, Hinp1I cleavage, fluorescence; inhibition (reported as % activation of signal), % at 10 µM; actives 0.83% (n = 360,000); AID 588458; in the data active = inhibition above about 50%
Scp-1 inhibitor: blocks human Scp-1 phosphatase activity; Recombinant Scp1, phosphopeptide, malachite green phosphate absorbance; Q9GZU7; inhibition, % at 20 µM; AID 493091; actives 0.88% (n = 340,000);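 active = inhibition above about 50% at 20 µM, limit read from the data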;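 note: plate controls were DMSO wells with enzyme for no effect and wells lacking enzyme for full effect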
Target sequence (Q9GZU7 76-261 limits assumed): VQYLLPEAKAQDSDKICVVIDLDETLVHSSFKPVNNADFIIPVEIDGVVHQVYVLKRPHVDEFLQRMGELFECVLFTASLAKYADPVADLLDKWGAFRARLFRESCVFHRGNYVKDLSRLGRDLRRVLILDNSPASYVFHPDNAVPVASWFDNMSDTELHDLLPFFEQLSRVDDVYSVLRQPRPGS
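Test system – truncated SCP-1 phosphatase (76-261aa) · Reagent – Phosphorylated 17-residue peptide substrate · Incubation – 45 min room-temperature reaction, 5 min colour, 30 min stabiliser · Detection – colorimetric phosphate reagent with accelerator and stabiliser, absorbance at 630 nm · Measure – % inhibition at 20 µM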
Rpn11 inh: Rpn11 (human) deubiquitinase inhibition; human 26S proteasome, Ub4-pepOG fluorescence polarization; 20S core pre-blocked with epoxomicin; calls only at 20 µM; actives 0.59% (n = 360,000); AID 588493;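 active = inhibition at 20 µM, scaled to each plate's controls, above about 33%, limit read from the data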
Target sequence (O00487 whole entry, looked up): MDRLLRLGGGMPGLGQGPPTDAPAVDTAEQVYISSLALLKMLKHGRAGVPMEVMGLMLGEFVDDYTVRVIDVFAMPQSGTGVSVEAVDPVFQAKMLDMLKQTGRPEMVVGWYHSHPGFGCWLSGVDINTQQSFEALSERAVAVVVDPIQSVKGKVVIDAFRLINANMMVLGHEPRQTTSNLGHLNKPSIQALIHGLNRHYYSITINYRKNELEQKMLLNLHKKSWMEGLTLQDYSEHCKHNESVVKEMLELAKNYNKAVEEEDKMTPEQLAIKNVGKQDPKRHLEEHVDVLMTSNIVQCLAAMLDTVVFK
Neddyl block: blocks human cullin neddylation | calls only at 25 µM | actives 0.58% (n = 360,000) | P61081+Q13564 | TR-FRET cullin neddylation, biochemical; in the data active = inhibition above about 36%
STEP block: inhibitors of human striatal-enriched phosphatase STEP; P54829; recombinant STEP, OMFP fluorogenic substrate, fluorescence; inhibition, % at 20 µM; actives 0.25% (n = 360,000); AID 588621;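 active = inhibition at 20 µM, scaled per plate between control wells, above about 37%, limit read from the data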;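 note: 0% = DMSO with enzyme and substrate and 100% = substrate only without enzyme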
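Assay system: isolated STEP enzyme. Buffer or medium: pH 6.0 Bis-Tris with DTT and Tween 20. Also added: fluorogenic phosphatase substrate OMFP at 25 µM final. Dosing: 20 µM, 1% DMSO. Timing: 20 min reaction, room temperature, in the dark. Measured by: fluorescence intensity, excitation 480 nm, emission 540 nm. Evaluation: normalized % inhibition.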
CSN inh: inhibitors of human CSN-mediated cullin deneddylation | Purified CSN, SCF-Nedd8-OG deneddylation, fluorescence polarization | actives 0.38% (n = 360,000) | inhibition, % at 12.5 µM;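 active = pattern-corrected inhibition above about 35%, with an unprinted fluorescence ratio check between 0.5 and 1.5, limit read from the data, passing the limit was not always enough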;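 note: 0% = enzyme with substrate and 100% = substrate without enzyme; some results filed as inactive read as strong as hits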
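Assay system: HEK293T-derived human Csn5 enzyme; quantity: 0.24 nM enzyme; medium: Tris/NaCl/DTT buffer, pH 7.5; also added: substrate SCFSkp2-Nedd8OG, 10 nM; doses: 12.5 µM compound; schedule: 90 min reaction at room temperature; signal: FP; read-out: % inhibition of substrate cleavage by Csn5; benchmarks: substrate-only high control, full reaction low control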
SUMO1 PPI mod: modulators of human SUMO1-mediated protein-protein interactions | P63165 | SUMO1 binding to a labelled peptide, TR-FRET, 1 h | inhibition, % at 20 µM | actives 0.33% (n = 360,000); in the data active = inhibition above about 37%
Target sequence (P63165 whole entry, looked up): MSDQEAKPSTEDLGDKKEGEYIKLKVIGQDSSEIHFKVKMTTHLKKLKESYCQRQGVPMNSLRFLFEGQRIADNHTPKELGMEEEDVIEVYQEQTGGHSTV
* marks the source's active call; other numbers are inactive results; i = inactive; / = no result given; + = active, no number.

SMILES	LMPTP inh	NadD inh	Rin1 Abl inh	DNMT1 block	Scp-1 inhibitor	Rpn11 inh	Neddyl block	STEP block	CSN inh	SUMO1 PPI mod
O=C(O)/C=C/C(=O)Nc1ccc(OC(F)(F)Cl)cc1	-0.4	2	2	0	-5	i	i	0	-9	0
COc1ccc(NC(=O)Nc2cc(C)ccc2F)cc1	0.7	-1	0	-1	-8	i	i	-1	5	0
O=C(NCc1ccc(Cl)cc1)NCc1ccc(Cl)cc1	0.3	-4	-2	4	-1	i	i	-3	-7	0
O=C(Cn1cc(C(=O)C2CC2)c2ccccc21)NCC1CCCO1 (stereo not drawn)	-2.3	-5	-2	-3	-1	i	i	1	-1	-2
N#Cc1ccc(S(=O)(=O)N2CCCN(c3nc4ccc(Cl)cc4s3)CC2)cc1	1.4	-7	0	-1	-4	i	i	4	0	6
O=C(COC(=O)/C=C/c1cccc(C(F)(F)F)c1)NCCN1C(=O)CSC1=O	-0.2	-6	5	-4	0	i	i	-2	-6	0
Cn1cc(C(=O)C(=O)NCCc2ccccc2)c2ccccc21	0.7	-9	0	-4	-9	i	i	-4	-1	-5
C=CCn1cc(/C=N/NC(=O)COc2cccc3cccnc23)c2ccccc21	1.1	4	3	-6	-5	+	i	-2	0	-7
O=C(CNC(=O)c1ccccc1)NCC(O)c1ccc([N+](=O)[O-])cc1 (stereo not drawn)	-0.6	-17	-5	0	-2	i	i	-2	1	-13
O=C(c1ccco1)N1CCN(C(=O)C2CCN(S(=O)(=O)c3cnc[nH]3)CC2)CC1	-1.6	0	0	2	-2	i	i	-2	3	2
COc1cccc(OCc2cc(C(=O)N(C)Cc3nccn3C)no2)c1	-1.1	3	2	-2	-7	i	i	-3	2	1
COc1ccc2cc(/C=N/NC(=O)CN(c3ccccc3C)S(=O)(=O)c3ccccc3)c(Cl)nc2c1	1.2	-3	-1	41	0	i	i	2	11	22
O=C(CCOc1ccccc1)N1CCN(S(=O)(=O)c2cccs2)CC1	-1.6	-7	-2	2	41	i	i	0	-1	-1
Cc1nnc(-c2cnn(-c3ccccc3)c2N)n1Cc1cccc(C(F)(F)F)c1	-0.7	9	2	0	-10	i	i	3	0	-5
Cc1oc(-c2ccc(Cl)cc2)nc1CS(=O)CC(=O)NCc1ccccc1 (stereo not drawn)	-0.3	-1	0	-7	-8	i	i	0	4	-9

Seven compounds picked at random from the list so far, as already listed:
SMILES	LMPTP inh	NadD inh	Rin1 Abl inh	DNMT1 block	Scp-1 inhibitor	Rpn11 inh	Neddyl block	STEP block	CSN inh	SUMO1 PPI mod
O=C(CNC(=O)c1ccccc1)NCC(O)c1ccc([N+](=O)[O-])cc1 (stereo not drawn)	-0.6	-17	-5	0	-2	i	i	-2	1	-13
O=C(c1ccco1)N1CCN(C(=O)C2CCN(S(=O)(=O)c3cnc[nH]3)CC2)CC1	-1.6	0	0	2	-2	i	i	-2	3	2
COc1cccc(OCc2cc(C(=O)N(C)Cc3nccn3C)no2)c1	-1.1	3	2	-2	-7	i	i	-3	2	1
O=C(O)/C=C/C(=O)Nc1ccc(OC(F)(F)Cl)cc1	-0.4	2	2	0	-5	i	i	0	-9	0
COc1ccc2cc(/C=N/NC(=O)CN(c3ccccc3C)S(=O)(=O)c3ccccc3)c(Cl)nc2c1	1.2	-3	-1	41	0	i	i	2	11	22
O=C(Cn1cc(C(=O)C2CC2)c2ccccc21)NCC1CCCO1 (stereo not drawn)	-2.3	-5	-2	-3	-1	i	i	1	-1	-2
O=C(COC(=O)/C=C/c1cccc(C(F)(F)F)c1)NCCN1C(=O)CSC1=O	-0.2	-6	5	-4	0	i	i	-2	-6	0

Additional compounds follow:
SMILES	LMPTP inh	NadD inh	Rin1 Abl inh	DNMT1 block	Scp-1 inhibitor	Rpn11 inh	Neddyl block	STEP block	CSN inh	SUMO1 PPI mod
O=C(CNc1cccc(S(=O)(=O)N2CCCC2)c1)Nc1ccc(C(F)(F)F)cc1	2.3	-4	1	1	1	i	i	-1	0	2
C=CCOc1ccc(Oc2cc(C)nc(SC)n2)nn1	-1.4	-2	-1	3	-6	i	i	-2	4	2
Cc1cc(C)nc(/N=C(\N)N2CCc3ccccc32)n1	-1.0	-9	-2	0	-5	i	i	-1	7	4
COc1ccc(-c2cc(-c3cccs3)nc3sc(C#N)c(N)c23)cc1	0.0	15	-1	-12	-4	i	i	0	4	-11
O=C(CCN1CCCC1=O)NC1CCCc2c1cnn2-c1ccc(F)cc1F (stereo not drawn)	-0.9	0	-1	-1	-5	i	i	-2	0	5
CCN1CCc2c(OCC(=O)N3CCC(C)CC3)cccc2C1=O	-1.6	-3	2	3	-9	i	i	-2	-4	0
Cc1cc(/C=C2\C(=N)N3N=C(C(C)C)SC3=NC2=O)c(C)n1-c1ccccc1	-0.4	10	-1	0	-2	i	i	2	-1	-6
COCCNC(=S)N1CCOCC1	-0.9	-5	1	-5	-5	i	i	-1	-13	1
CCc1ccc(C2N3CC4([N+](=O)[O-])CN2CC([N+](=O)[O-])(C3)C4(C)C)cc1 (stereo not drawn)	-1.9	0	-2	9	-10	i	i	-2	2	0
COC1=CC(C)C2CC3OC(=O)CC4C(C)=C(OC)C(=O)C(C2(C)C1=O)C34C (stereo not drawn)	-2.5	7	-2	-3	/	i	i	0	0	-2
Cc1ccc(Cl)cc1N1CCN(C(=O)CCC(=O)O)CC1	-0.2	-5	-2	1	-5	i	i	2	0	-1
CCN(CC)C(=O)CS(=O)CC(=O)Nc1cc(OCCOC)c(Cl)cc1Cl (stereo not drawn)	0.0	-5	1	1	1	i	i	-1	-4	6
CCc1ccc(OCCOCC(O)CNC2CCCC2)cc1 (stereo not drawn)	-0.6	-9	-6	0	0	i	i	1	-8	5
COc1ccc(S(=O)(=O)N2CCOCC2)cc1NC(=O)COc1ccc2ccc(=O)oc2c1	3.5	3	-1	0	10	i	i	0	0	2
COc1ccc(CCNC(=O)CSc2ccc(-c3ccco3)nn2)cc1	1.2	-1	2	-1	2	i	i	5	-5	-1
COCCn1c(SCC(=O)c2c(-c3ccccc3)n(C)c3ccccc23)nnc1-c1ccncc1	-1.6	6	-4	-6	0	i	i	3	-17	-1
NC(=O)c1ccc(NC(=O)COc2cccc3ccccc23)cc1	0.4	1	-1	-2	-2	i	i	-2	0	-1
O=C(NC(=S)Nc1ccc(S(=O)(=O)Nc2nccs2)cc1)c1cccnc1	-1.0	-3	-1	-1	-1	i	i	2	-6	10
COCCCN1C(=O)c2[nH]nc(-c3cc(C)cc(C)c3O)c2C1c1ccc(O)c(OC)c1 (stereo not drawn)	-1.2	-1	-3	-7	-7	i	i	2	4	5
CCOc1ccccc1C(=O)NCCCN1CCN(CCCNC(=O)c2ccccc2OCC)CC1	-0.7	1	-1	1	-5	i	i	-4	5	2
Cc1cccn2c(=O)c(C=C(C#N)C#N)c(N3CCN(c4ccccc4)CC3)nc12	2.5	8	-1	-1	-6	i	i	5	0	-9
CCn1nc(C(=O)Nc2ccc(S(=O)(=O)Nc3ncccn3)cc2)c2ccccc2c1=O	0.6	1	-4	0	-1	i	i	-3	3	-1
CCOC(CNC(=O)CCc1c(C)nc2nc(C)nn2c1C)OCC	-0.2	-6	2	1	2	i	i	-3	-1	0
CC(C)NC(=O)C1CC(=O)N(CCc2ccc(F)cc2)C1 (stereo not drawn)	-0.9	1	-2	2	/	i	i	0	-1	-2
C[C@H](CO)N1C[C@H](C)[C@H](CN(C)S(=O)(=O)c2ccc(F)cc2)Oc2ncc(Br)cc2C1=O	-1.5	-1	4	-3	/	i	i	-1	3	-1
CCOCc1nnc(NC(=O)c2cc(OC)cc(OC)c2)s1	-1.1	-8	1	2	-1	i	i	0	7	1
CNS(=O)(=O)c1cccc(C(=O)OCC(=O)NCCCc2ccccc2)c1	-2.1	-8	6	1	-7	i	i	-1	1	-3
OCCN1CCN(CC(O)COC(c2ccc(F)cc2)c2ccc(F)cc2)CC1 (stereo not drawn)	-2.1	-2	5	-3	-6	i	i	0	-4	2
CCOC(=O)c1sc(NC(=O)CCc2ccc(OC)cc2)nc1C	-0.7	3	1	5	-1	i	i	0	1	0
Cc1cnc(C(=O)Nc2nnc(SCc3c(Cl)cccc3Cl)s2)cn1	1.0	6	-2	-4	6	i	i	1	-3	4
Cc1ccc(S(=O)(=O)N2CCC(C(N)=O)CC2)cc1[N+](=O)[O-]	-0.1	0	1	0	-5	i	i	0	0	-6
O=C(COc1ccc(S(=O)(=O)N2CCOCC2)cc1Cl)NCC1CCCO1 (stereo not drawn)	-0.7	-5	0	-1	-2	i	i	0	3	2
Cc1nc2c(C#N)cnn2c2c1CCN2CC1CCCO1 (stereo not drawn)	-0.9	1	1	1	-2	i	+	-2	11	4
O=C(CSc1ncccn1)NCc1cccc(Cl)c1	-1.0	-8	-3	-1	-15	i	i	-2	-9	0
CCN(CC)C(=O)C1=C(C)N(Cc2ccc(OC)cc2)C(=O)C(CC(=O)NCc2ccco2)C1 (stereo not drawn)	-2.5	-3	-1	0	/	i	i	1	-7	1
